DT40 TDP1 CPT – growth inhibition of DT40 Tdp1-/-;hTDP1 cells with camptothecin (screen for TDP1 inhibitors) | chicken DT40 Tdp1-/-;hTDP1 cells + 20 nM CPT, ATP luminescence, 48 h | Potency, µM (doses to about 46.2 µM), without a hit: at the top dose activity change, negative = growth inhibition, actives largely listed as inhibitors | 12% of 420,000 active | AID 686979; active = well fitted inhibition curve with a large enough effect; inconclusive = small, poorly fitted or top-dose-only effect; also: nearly all actives have a fitted effect of over 55% in size
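Chicken DT40 Tdp1-/- cells stably complemented with human TDP1 were seeded at 400 cells/well in medium containing 20 nM camptothecin, exposed to pin-transferred compounds, and grown at 37 °C for at least 48 hr. Viability was read as ATP luminescence.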
The depositor's hits bear a star; ? = inconclusive; [ ] = another dose, or the depositor's remark. % is scaled to controls: 0 for no effect and ±100 for the full control effect; potency is read from the fitted curve at half-maximal effect.

SMILES	DT40 TDP1 CPT
CC1(C(=O)NCc2ccc(C(F)(F)F)cc2)CCN1Cc1ccc(-c2ccccc2)o1 (centres undefined)	?
Cc1sc(N=Nc2ccc(N(C)C)cc2)[n+]([O-])c1C	?
COc1ccc(C(=O)NCC2CCCN2S(=O)(=O)c2ccccc2)cc1OC (centres undefined)	-13.1%
O=C(C1=NOC2(C1)C(=O)Nc1ccccc12)N1CCCCC1 (centres undefined)	-8.3%
Cc1cccc(NC(=O)COc2cccc3c2CCNC3=O)c1	?
C[C@@H]1CN([C@H](C)CO)C(=O)CCCn2nncc2CO[C@H]1CN(C)S(=O)(=O)c1ccc2c(c1)OCCCO2	-4.6%
Cc1cccc(C)c1NC(=O)C1C(c2ccccc2)=Nc2ccccc2N1C(=O)c1cnccn1 (centres undefined)	-39.6%
Cc1ccc2c(c1)nc1c3ccccc3nc(-c3ccccc3N)n21	?
O=C(Nc1ccccc1)c1cc(C2CCCN(C(=O)OCc3ccccc3)C2)on1 (centres undefined)	-18.0%
N#CCCC(C#N)(c1cccnc1)N1CCOCC1 (centres undefined)	2.2%
CC[C@@H](C)[C@@H](CO)NC(=O)[C@H]1O[C@@H](n2cnc3c(N)ncnc32)[C@H](O)[C@@H]1O	8.6%
COCCn1cnc2c1c(=O)n(CC(=O)NC1CCCCC1)c(=O)n2Cc1ccccc1	-5.6%
CCCCC[C@@H](C)N1C[C@@H](COCc2ccccc2)Oc2cc(N3CCC[C@@H]3CO)ccc2S1(=O)=O	?
CC(C)(C)c1ccc(C(=O)N2CCC2(C)C(=O)Nc2cccc(C#N)c2)cc1 (centres undefined)	16.4µM*
CCOC(=O)C1=CCC2C(=O)N(C3CCCCC3)C(=O)C12 (centres undefined)	-18.4%
C=C1[C@@H]2CC[C@@H](C2)C1(C)C	14.0%
CC1(C)S[C@@H]2[C@H](NC(=O)C(C(=O)Oc3ccc4c(c3)CCC4)c3ccccc3)C(=O)N2[C@H]1C(=O)O (some centres undefined)	-5.5%
COc1cccc(C(NC(C)=O)c2nc(-c3cccc(O)c3)cs2)c1 (centres undefined)	23.1µM*
Cc1ccccc1CN1CCc2nnc(C(C)NC(=O)c3cc(F)ccc3F)n2CC1 (centres undefined)	17.1%
O=c1n(Cc2ccccc2)c(O)c2n1Cc1ccccc1N=C2c1ccccc1	-0.5%
CCCCC[C@H](C)N1C[C@H](COCc2ccccc2)Oc2cc(N3CCC[C@H]3C(N)=O)ccc2S1(=O)=O	?
COc1c(C)cc(C(O)c2ncc(-c3ccccc3F)[nH]2)cc1C (centres undefined)	?
CCCCNS(=O)(=O)c1cccc(NC(=O)[C@@H]2O[C@H](CO)[C@H](O)[C@H](O)[C@H]2O)c1	-8.7%
CCCCC(=O)N(C)c1c(C)nc2ccc(C(=O)N3CCNC(=O)C3)cn12	-11.9%
Cc1ccc(F)c(S(=O)(=O)NC(=O)C2(C)CCN2C(=O)Cc2ccc(Cl)cc2Cl)c1 (centres undefined)	2.7%
SMILES	DT40 TDP1 CPT
COc1cc(Cl)c(C)cc1NC(=O)CN1CCN(C(=O)c2cccs2)CC1	?
CCC(C(=O)Nc1c(C)cccc1C)n1c(-c2ccc(-c3ccccc3)cc2)nc2ccccc21 (centres undefined)	14.6µM*
O=S1(=O)CC(N2CCN(CCO)CC2)CN1Cc1ccccc1 (centres undefined)	-1.0%
CC1(C(=O)Nc2cccc(C(F)(F)F)c2)Cc2c(-c3ccccc3)ccnc2O1 (centres undefined)	?
COc1ccc(Cl)c(-c2cc(C(=O)Nc3ccccc3)[nH]n2)c1	23.1µM*
O=C(O)c1cccc(-c2csc(C(O)c3ccc(F)c(F)c3)n2)c1 (centres undefined)	0.8%
COc1ccc(C(=O)OCC(=O)Nc2cc(C)on2)cc1F	-15.2%
O=C(/C=C/[C@H]1O[C@@H](n2cnc3c(NC(=O)c4ccccc4)ncnc32)[C@H](O)[C@@H]1O)NCCc1ccc(F)cc1	13.1%
CCc1nc2nc(C)cc(C)n2c1Nc1ccc(OC)cc1	?
Fc1ccc(-c2nc3ccc(Br)cn3c2Cc2cccc(F)c2)cc1	-30.0%
c1ccc(CNc2nc(NCCOc3ccccc3)c3sccc3n2)cc1	23.1µM*
COCCNC(=O)C1(C)CCCN(Cc2ccccc2N(C)C)C1 (centres undefined)	-14.2%
CC(C)C(=O)N1CCC1(C)C(=O)NS(=O)(=O)c1cccs1 (centres undefined)	-20.8%
COC(=O)C1(C(=O)OC)C[C@H](/C=C/c2ccccc2)N(Cc2ccccc2OC)[C@@H]1c1ccc(F)cc1	?
C=CCN1[C@H](COCc2ccccc2)C=CS1(=O)=O	-15.0%
CCCCn1c(N)c(N(CCC(C)C)C(=O)CSc2nc3ccccc3s2)c(=O)[nH]c1=O	-19.6%
C(=Cc1cnc2ccccc2n1)c1ccc2c(c1)OCO2	?
O=C(NC(Cc1c[nH]c2ccccc12)C(=O)O)OCC1c2ccccc2-c2ccccc21 (centres undefined)	7.8%
COc1ccc(NC(=O)C[C@H]2C(=O)N(Cc3ccccc3)C[C@@H]2C)cc1	-5.7%
COc1ccc(NC(=O)Cn2nnc(-c3ccccc3)c2COc2ccc3ccccc3c2)cn1	20.6µM*
COCC(=O)Nc1cc(C(=O)N2CCOc3ccccc3C2)cc2nc(-c3cccnc3)n(C)c12	-10.8%[9.04 µM]
O=C(Nc1nnc([C@H]2C[C@H](O)[C@@H](CO)O2)s1)NC1CCCCC1	13.6%
O=C(Nc1ccc2c(c1)OCCO2)C(c1ccnc2ccccc12)N1CCC(Cc2ccccc2)CC1 (centres undefined)	?
CCCNC(=O)C1(C)CCCN(C(=O)c2ccc(F)c(Cl)c2)C1 (centres undefined)	-19.2%
COc1ccnc(CS(=O)c2nc3cc(OC(F)F)ccc3[nH]2)c1OC (centres undefined)	?

Looked up above.
`COc1ccc(Cl)c(-c2cc(C(=O)Nc3ccccc3)[nH]n2)c1` in DT40 TDP1 CPT reads 23.1µM*
`O=C(Nc1nnc([C@H]2C[C@H](O)[C@@H](CO)O2)s1)NC1CCCCC1` in DT40 TDP1 CPT reads 13.6%
`Fc1ccc(-c2nc3ccc(Br)cn3c2Cc2cccc(F)c2)cc1` in DT40 TDP1 CPT reads -30.0%
`CCCNC(=O)C1(C)CCCN(C(=O)c2ccc(F)c(Cl)c2)C1` (centres undefined) in DT40 TDP1 CPT reads -19.2%

Next entries
SMILES	DT40 TDP1 CPT
CCCCc1ccc(-c2nn[nH]n2)nc1	?
O=CNc1cc(-c2cccc(F)c2)cn2c(-c3ccc(F)cc3)cnc12	29.1µM*
CC(C)C(N)c1csc(NC(=O)Nc2ccc(OC(F)(F)F)cc2)n1 (centres undefined)	?
Clc1ccc(-c2cn(-c3nc4ccccc4s3)nn2)cc1	3.5%
CCCNC(=O)C1(C)CCN(Cc2ccc(OCc3ccccc3)cc2)C1 (centres undefined)	23.1µM*
COc1cc2nc3n(c(=O)c2cc1OC)-c1ncccc1C(=O)NC3Cc1ccccc1 (centres undefined)	-10.2%
Cc1c(C(=O)NCc2cccc([N+](=O)[O-])c2)sc(=O)n1Cc1ccccc1F	?
C[C@@H]1CN([C@H](C)CO)C(=O)CCCn2cc(nn2)CO[C@H]1CN(C)S(=O)(=O)c1ccc(Oc2ccccc2)cc1	3.9%
COc1ccc([C@H]2C[C@H](n3cc(COC(=O)c4ccccc4)nn3)[C@@H](O)CN2C(=O)C2CCCCC2)cc1	1.6%
C[C@H]1CN([C@@H](C)CO)C(=O)CCCn2nncc2CO[C@H]1CN(C)S(=O)(=O)c1ccc2ccccc2c1	?
CS(=O)(=O)Nc1cccc(NC(=O)c2ccc(-c3ccc(F)c(F)c3)c3ccoc23)c1	?
O=C1Nc2ccccc2-c2nnnn2C1N1CCCCC1 (centres undefined)	4.6%
C[C@@H]1CN([C@H](C)CO)S(=O)(=O)c2ccc(Br)cc2O[C@@H]1CN(C)Cc1ccc(C(=O)O)cc1	-7.0%
Cc1ccc2nc(-c3ccco3)c(Cc3ccccc3)n2c1	?
Cc1c(C(=O)Nc2nccs2)oc2ccccc12	-23.5%
COC(=O)[C@]12CCCCC=C1N(Cc1ccccc1)C(=O)[C@H](CC(=O)NCc1cccs1)C2	?
Cc1cc(C(=O)N2CCC2(C)C(=O)NS(=O)(=O)c2ccccc2Cl)nn1C (centres undefined)	-13.2%
Cc1cc(=O)oc2c(N)nccc12	?
O=C(COC(=O)c1cccc(F)c1)Nc1cccc(S(=O)(=O)N2CCOCC2)c1	-20.5%
O=C1NC[C@@H](CCCCN2CCN(CCC3CCCCC3)C(=O)C2=O)N(Cc2ccccc2)C1=O	-5.7%
COc1cc(-c2coc3c(C(=O)NCc4ccc(OC)c(OC)c4)cccc23)ccc1O	5.8µM*
COC(=O)C1CCCCN1Cc1ccc2c(c1)CN(C(=O)c1cc(C)nc3cc(F)ccc13)CCO2 (centres undefined)	11.4%[9.04 µM]
O=C(Nc1ccc2c(c1)OCCO2)C(C1CC1)n1c(=O)c(-c2ccccc2)nc2ccccc21 (centres undefined)	-27.7%
CC1CCN(S(=O)(=O)N2CCC(C(=O)NC(C)c3ccccc3)CC2)CC1 (centres undefined)	10.3µM*
Cc1cc(N2CCN(C(C(=O)NC3CCCC3)c3ccco3)CC2)c2ccccc2n1 (centres undefined)	20.6µM*

Part of the list above in order of number of heavy atoms, ascending.
SMILES	DT40 TDP1 CPT
O=C1Nc2ccccc2-c2nnnn2C1N1CCCCC1 (centres undefined)	4.6%
O=CNc1cc(-c2cccc(F)c2)cn2c(-c3ccc(F)cc3)cnc12	29.1µM*
Cc1c(C(=O)NCc2cccc([N+](=O)[O-])c2)sc(=O)n1Cc1ccccc1F	?
C[C@@H]1CN([C@H](C)CO)S(=O)(=O)c2ccc(Br)cc2O[C@@H]1CN(C)Cc1ccc(C(=O)O)cc1	-7.0%
COc1ccc([C@H]2C[C@H](n3cc(COC(=O)c4ccccc4)nn3)[C@@H](O)CN2C(=O)C2CCCCC2)cc1	1.6%

Next part.
SMILES	DT40 TDP1 CPT
CCOC(=O)C1(C)CCN1C(=O)c1ccc(C)cc1 (centres undefined)	-1.2%
O=c1cc(CN2CCOCC2)c2ccccc2o1	-12.3%
Cc1ccc(S(=O)(=O)N2C3CCCCC3O[C@H]2CC(=O)c2ccccc2)cc1 (some centres undefined)	8.9%
COc1ccc(/C=C2\SC(=Nc3ccccc3Cl)NC2=O)c(OC)c1	25.9µM*
OCC(CO)N[C@H]1C[C@](O)(CO)[C@@H](O)[C@H](O)[C@H]1O	?
COC(=O)c1cc(CNC(=O)c2ccccc2F)cc(NC(=O)c2ccccc2OC)c1	-16.6%[9.04 µM]
CC(C)NC(=O)N1Cc2cc(C(=O)NC3CCCC3)nc(-c3cccc(-c4cccnc4)c3)c2[C@H]1CCO	?
Cc1ccc(C(=O)C=Cc2ccc3c(c2)OCO3)c(C)c1	?
CCC(=O)N(c1nnc(SCC(=O)Nc2sccc2C(N)=O)s1)C1CC1	?
O=C(Nc1ccc2c(c1)CCO2)Nc1nnc([C@H]2C[C@H](O)[C@@H](CO)O2)s1	-19.6%
CO[C@H]1[C@H](NC(=O)c2ccsc2)c2ccccc2C12CCN(Cc1ccc3c(c1)OCO3)CC2	?
COc1cccc(C2(CC(=O)N3CCCCC3CO)CC(=O)N(C)C2=O)c1 (centres undefined)	8.6%[9.04 µM]
O=C(NCc1ccccn1)[C@@H]1CCCN1C(=O)[C@@H]1CCCN1C(=O)c1ccc(Cl)cc1	2.5%
COc1cc(CNc2ncnc3c2ncn3[C@H]2CN(Cc3cccs3)C[C@@H](CO)O2)cc(OC)c1OC	?
CCN(CC(=O)Nc1ccc2c(c1)OCCO2)C(=O)/C=C/c1cc(Br)ccc1OC	?
COc1ccccc1C1CN(Cc2c(O)cccc2OC)Cc2ccccc2O1 (centres undefined)	5.6%[9.04 µM]
O=C(Nc1cc(C(F)(F)F)ccc1N1CCCC1)C1CC(=O)N(Cc2ccccc2)C1 (centres undefined)	-8.7%
CCCCCNC(=O)C(c1ccc(C#N)cc1)n1c(=O)c(-c2ccco2)nc2ccccc21 (centres undefined)	?
Cc1ccccc1-c1cnc(C(O)c2ccc(Cl)cc2C)[nH]1 (centres undefined)	?
CC(C)CNC(=O)C1(C)CCCCCN1C(=O)c1cccnc1 (centres undefined)	-0.9%
c1ccc(-c2cc3nc(NCc4cccs4)ccn3n2)cc1	-105.0%
CC1C(=O)OC2CC34C5CC(C(C)(C)C)C36C(OC(=O)C6O)OC4(C(=O)O5)C21O (centres undefined)	7.7%
NC(=O)/C(=C\c1ccco1)NC(=O)c1ccco1	0.3%
COCC(=O)Nc1cc(C(=O)NC2Cc3ccccc3C2)cc2nc(-c3cccnc3)n(C)c12	-9.6%[9.04 µM]
CC(C(=O)OCC(=O)Nc1ccccc1OC(F)F)N1C(=O)C2CC=CCC2C1=O (centres undefined)	-1.6%
O=[N+]([O-])c1ccc(F)c(CN2CCN(c3ncc(Cc4ccccc4)cn3)CC2)c1	?
Cc1ccc(-c2ccc(CN3C(C(C)C)C(=O)N(Cc4cn(CC5CCCCC5)nn4)CCS3(=O)=O)cc2)cc1 (centres undefined)	11.6µM*
COC(=O)[C@]12CCCCC=C1N(CCC1=CCCCC1)C(=O)[C@H](CC(=O)NCc1cccs1)C2	?
COc1ccc(S(=O)(=O)N2CCC(C(=O)NCCC(=O)NCCc3cccc(F)c3)CC2)cc1	-23.3%
O=C(NCc1ccncc1)C1Cc2c(-c3ccc(Cl)cc3)ccnc2O1 (centres undefined)	?

In another format: entries from further up.
COC(=O)C1CCCCN1Cc1ccc2c(c1)CN(C(=O)c1cc(C)nc3cc(F)ccc13)CCO2 (centres undefined)
- DT40 TDP1 CPT: 11.4%[9.04 µM]

CCCNC(=O)C1(C)CCN(Cc2ccc(OCc3ccccc3)cc2)C1 (centres undefined)
- DT40 TDP1 CPT: 23.1µM*

COc1ccc(Cl)c(-c2cc(C(=O)Nc3ccccc3)[nH]n2)c1
- DT40 TDP1 CPT: 23.1µM*

CC[C@@H](C)[C@@H](CO)NC(=O)[C@H]1O[C@@H](n2cnc3c(N)ncnc32)[C@H](O)[C@@H]1O
- DT40 TDP1 CPT: 8.6%

This is a subset (hit frequency here may not be typical).
